mHTT-CaM PPI inh: mutant huntingtin-calmodulin interaction inhibitors – biochemical, AlphaScreen, primary screen. P42858. AlphaScreen His-mHTT/GST-CaM binding, luminescence. inhibition, % at 15 µM. 190,000 tested, 3.6% active;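 also: 0% = both proteins with DMSO and 100% = one protein alone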
Pf apPOL inh: Pf-apPOL inhibitors, biochemical, fluorescence. Recombinant Pf-apPOL, molecular beacon fluorescence, 1.5 h. AID 1794808, 2022. inhibition, % at 10 µM. Plasmodium falciparum apicoplast DNA polymerase (apPOL). 210,000 tested, 0.25% active
Starred values were filed as active, the others as inactive; . = not tested or not shown; & = joins results of further samples. Rule as the data show it: active = inhibition above about 50%; inactive = the rest.

molecule	mHTT-CaM PPI inh	Pf apPOL inh
CCOc1ccc(C(=O)N2CCc3c(c(-c4nc(C)no4)nn3C)C2)cc1	0.7	1.0
CN(C)c1cc(C(=O)NC2CCCCC2)nc2ccnn12	-25.0	4.7
CCc1onc(C)c1C1CCCN1C(=O)c1c(Br)cnn1C (stereo unspecified)	0.7	1.0
Cc1nonc1N(Cc1ccc(F)cc1)S(=O)(=O)c1ccccc1	-58.9	-9.3
Cc1ccc2[nH]c(=O)c(=O)[nH]c2c1C	-1.7	-7.2
Cc1cc(C)c(C#N)c(S(=O)Cc2ccc(Cl)cc2)n1 (stereo unspecified)	-12.0	-4.4
CC(C)n1cc2cc(C(=O)N(C)Cc3ccccc3)sc2c1	86.2*	0.6
N#Cc1c(N)nc2c(c1-c1cccnc1)CCCCC2	0.0	-2.8
O=C(CC(c1ccccc1)c1ccccc1O)NCc1ccccc1 (stereo unspecified)	-6.0	11.1
CC1CCCN(S(=O)(=O)c2ccc(F)c(C(=O)NCc3cccs3)c2)C1 (stereo unspecified)	-3.0	-7.2
Cc1ccccc1C(=O)N1CCCCC1CCN1CCOCC1 (stereo unspecified)	-0.1	-6.0
CCOc1ncnc2c1sc1nc(C)cc(C)c12	.	-0.6
O=C(O)C1C2C=CC(C2)C1C(=O)N(Cc1ccccc1)Cc1ccccc1 (stereo unspecified)	2.8	-5.8
COCCN1CCC(N2CCCN(C(=O)Nc3ccc(F)cc3F)CC2)C1=O (stereo unspecified)	7.3	8.6
CC1CCCCC1NC(=O)/C=C1\Sc2ccccc2NC1=O (stereo unspecified)	1.0	-8.7
Cc1cc2n(n1)CCC(=O)N2CCCC(=O)N(C)Cc1ccccc1	-1.0	-3.8
Clc1ccccc1C1C=C(c2ccc(I)cc2)Nc2nnnn21 (stereo unspecified)	-8.0	3.5
CN1CCN(S(=O)(=O)c2ccc(C#N)cc2)CC1c1ccccc1 (stereo unspecified)	-4.5	2.9
CCN1CCC(N2CCCC2c2nc(-c3ccccc3)n[nH]2)CC1 (stereo unspecified)	10.2	3.6
Cc1cc(C(=O)Nc2nnc(SCC(=O)Nc3cccnc3)s2)c(C)o1	0.8	-5.8
Cc1oc(C2CCN(C(=O)c3ccc(C#N)cc3)CC2)nc1C(=O)N1CCCC1	8.5	-7.6
Cc1ccc(OCC(=O)Nc2ccc(-c3nc4ncccc4o3)cc2)cc1C	-1.0	-2.3
Cc1nn(-c2ccc(C(=O)NCc3ccco3)cc2)c2c1C(=O)CC(C)(C)C2	1.8	-1.2
COc1cccc(OC)c1C(=O)Nc1ccc(-c2nc3ccccc3s2)c(O)c1	-1.6	1.5
COc1ccc(C2(CNC(=O)c3ccc(NC(=O)c4ccco4)cc3)CCOCC2)cc1	.	3.9
Oc1c(Cl)cc(Cl)cc1C=Nc1cccc2cccnc12	55.0*	5.9
O=S1(=O)CC(N2CCCCC2)CN1Cc1cn(Cc2ccc(Cl)cc2)nn1 (stereo unspecified)	-13.0&-12.6	-11.0&-5.7
Cc1cccc(NC(NC(=O)CN2C(=O)c3ccccc3S2(=O)=O)C(Cl)(Cl)Cl)c1 (stereo unspecified)	8.0	-13.6
COc1cccc(NC(=O)c2coc(=O)c3ccccc23)c1	7.0	12.2
Cc1sc(NC(=O)c2ccc(-c3ccccc3)cc2)c(C(N)=O)c1C	-3.7	-6.9

molecule	mHTT-CaM PPI inh	Pf apPOL inh
Cc1ccc(NC(=O)c2ccc([N+](=O)[O-])c(C)c2)cc1Cl	-1.5	-5.7
O=C1OC(c2cccc(Cl)c2Cl)=N/C1=C\c1cccc(F)c1	9.0	5.6
N#CC(C(=O)N1CCOCC1)=C1N=C(NC(=O)c2cccs2)c2ccccc21	-1.7	-1.3
O=C(NCc1ccccc1)C1CCCN(c2cnn(Cc3ccccc3)c(=O)c2)C1 (stereo unspecified)	6.3	-6.7
O=S(=O)(Nc1ccccn1)c1ccc(Br)cc1	-0.1	-1.5
COC(=O)c1ccccc1NC(=O)c1noc2c1CCCCC2	-5.9	-7.5
O=C(CSc1cn(CCNC(=O)c2c(F)cccc2F)c2ccccc12)NCc1ccco1	13.0	-2.0
O=C(CSc1ccc(Cl)cc1)Nc1nccs1	-7.7	-2.5
CCOc1cccc(-c2cc(C(=O)NN)[nH]n2)c1	5.8	-5.0
CC(C)Cn1c(=O)c(N2CCN(C(=O)COc3ccc(F)cc3)CC2)nc2ccncc21	3.9	-1.5
O=C(NCc1ccc2c(c1)OCO2)c1ccc([N+](=O)[O-])cc1	-1.6	-1.2
CCN(CC)CC#CC(O)(C(C)C)C(C)C	-1.5	3.3
CN(CC12CC3CC(CC(C3)C1)C2)C(=O)COc1ccccc1	-8.8	-7.2
O=C(Nc1cccc(C(F)(F)F)c1)c1cc(-c2ccccc2)c(C(F)(F)F)s1	.	3.1&-4.9
O=c1[nH]c2cc(Cl)c(Cl)cc2n1-c1ccncc1	.	-16.7
c1ccc(-n2nnnc2-n2ccnc2)cc1	-7.1&0.6	-2.2
COc1cccc(CC(=O)N2CCC(n3c(C4CCCC4)nc4cccnc43)C2)c1 (stereo unspecified)	12.6	0.5
CCc1ccc(C(=O)N2CC3CN(S(=O)(=O)c4cccc(C)c4)CC(C2)O3)cc1	65.3*	-1.3
CCCN1C(=O)Cc2ccccc2C1C(=O)NCc1ccccc1Cl (stereo unspecified)	3.9	-2.5
Cc1ccc(CC(=O)N2CCc3nc[nH]c3C2)cc1	4.6	-5.0
COCCCNC(=O)N(C)C1CCN(c2nccnc2OC)C1 (stereo unspecified)	2.9	-1.8
CCC(C)Oc1ccc(/C=C2\NC(=O)NC2=O)cc1Cl (stereo unspecified)	12.0	-5.0
CC(C)C(=O)Nc1ccc(NC(=O)c2cc(I)ccc2Cl)cc1	1.1	-1.4
CCC(C(=O)Nc1ccccc1C(N)=O)c1ccccc1 (stereo unspecified)	-2.1	-5.7
COc1ccc(Cl)cc1C(=O)N1CCC(c2nc(C(=O)N3CCCC3)c(C)o2)CC1	-2.2	1.0
CC1CN(C(=O)NCc2ccccc2)c2cc(Cl)ccc2O1 (stereo unspecified)	-6.5	-3.0
CC(C)NC(=O)Oc1noc2ccc(Cl)cc12	.	-2.6
CCN(CC)S(=O)(=O)c1cccc(C(=O)Nc2cccc(O)c2)c1	20.5	0.8
Cc1ccc(/C=C2/SC(N3CCOCC3)=NC2=O)cc1	3.0	0.3
COC(=O)c1ccc2c(c1)c(I)c(-c1ccc(OC)cc1)n2C	-7.2	-3.5

An excerpt from above in order of molar mass, falling:
molecule	mHTT-CaM PPI inh	Pf apPOL inh
CCN(CC)S(=O)(=O)c1cccc(C(=O)Nc2cccc(O)c2)c1	20.5	0.8
CCC(C(=O)Nc1ccccc1C(N)=O)c1ccccc1 (stereo unspecified)	-2.1	-5.7
c1ccc(-n2nnnc2-n2ccnc2)cc1	-7.1&0.6	-2.2

(continued)
molecule	mHTT-CaM PPI inh	Pf apPOL inh
O=C(CSc1nnc(SCC(=O)c2ccc(O)cc2)s1)c1ccc(O)cc1	-1.1	-4.7
COc1ccccc1NC(=O)c1cc(S(=O)(=O)NCc2ccc(C)cc2)ccc1F	14.0	-6.1
N#CC1=C(N)N(c2ccc(Cl)cc2)C2=C(C(=O)CCC2)C1c1ccc2c(c1)OCO2 (stereo unspecified)	-6.0	-2.2
Cc1cc2c(cc(C(=O)N3CCOCC3)n2CC2CCC2)s1	16.0	-7.6
CC(C)C(O)c1cnc(OCc2ccccc2)nc1OCc1ccccc1 (stereo unspecified)	21.0	2.1
CCc1ccc(C2=CC(c3sccc3C)n3ncnc3N2)cc1 (stereo unspecified)	7.0	0.9
CCOc1ccc(CSc2nc(C)cc(COC)c2C#N)cc1OCC	-29.0	0.4
Cc1nnsc1C(=O)NCc1cc(-c2ccc(F)cc2F)on1	-16.4	-5.8
O=C(NCc1cccc(F)c1)N1CC2CC(NS(=O)(=O)c3cccnc3)C1C2 (stereo unspecified)	-3.2	-3.6
O=C(O)CSCC(=O)N(Cc1ccccc1)Cc1cccs1	.	-9.2&-4.4
Cn1c(N2CCN(c3ccc(C(F)(F)F)cn3)CC2)cc(=O)n(C)c1=O	.	-38.9&-45.3
CC1=NN(c2ccc(C)cc2)C(=O)CC1	4.3	1.4
COc1ccc(N2CCN(c3ccc([N+](=O)[O-])cc3C(=O)N3CCOCC3)CC2)cc1	9.1	-11.0
Cc1cccc(C)c1NC(=O)C(c1ccccc1)N(C)C(=O)c1ccc(=O)[nH]c1 (stereo unspecified)	3.0	-3.7
CC(=O)Nc1ccc2c(c1)C(=O)N(C)C2=O	.	2.0&-11.8
O=C(NC1CC1)c1ccn2c(-c3ccccc3)nnc2c1	-16.3	-8.9
COC(=O)C1CN(C2CCCC2)CCS(=O)(=O)N1Cc1cn(Cc2ccc(F)cc2)nn1 (stereo unspecified)	-0.1	-2.3
COc1cc(C2N(c3nccs3)C(=O)C3CCCN32)cc(OC)c1OC (stereo unspecified)	7.2	-9.5
O=C(NCCc1ccccc1)C(Cc1ccccc1)N1C(=O)c2ccccc2C1=O (stereo unspecified)	-3.0&-9.1	4.5&-74.1
O=[N+]([O-])c1cc(NC2CC(O)C(O)CO2)cc(Sc2ccccc2)c1 (stereo unspecified)	30.0	0.1
COc1ccccc1CNC(=O)CCS(=O)(=O)Cc1ccc(C)cc1	-2.0	-19.5
CC1(C)CC(=O)C2=C(C1)NC(SCC(=O)O)=C(C#N)C2c1ccccc1[N+](=O)[O-] (stereo unspecified)	-1.2	7.9
C=CCSc1nnc2c(n1)OC(c1cc(OC)c(O)c(OC)c1)Nc1ccccc1-2 (stereo unspecified)	-5.0	2.2
CCC(C)NC(=O)C1(c2ccc(NS(=O)(=O)CC)cc2)CCCCC1 (stereo unspecified)	1.1	3.2
COc1cc(C(=O)Nc2c3c(nn2-c2ccc(C)cc2)CSC3)cc(OC)c1OC	1.0	-6.2
Cn1c(CCNC(=O)c2cn3ccccc3n2)nc2ccccc21	1.3	-17.2
CCN1CCCn2nc(C3CCN(C(=O)c4cncc(Br)c4)CC3)cc2C1=O	-5.1	2.2
O=C(c1ccc(Cl)s1)N1CCN(c2nnc3ccccn23)CC1	1.6	5.3
CCOc1cc(C2C(C(=O)OCc3ccccc3)=C(C)NC3=C2C(=O)CC(C)(C)C3)cc(Br)c1O (stereo unspecified)	-4.0	2.9
CC(C)(C)CC(=O)NCC1COC2(CCCCC2)O1 (stereo unspecified)	-2.4	-3.8

A second format for two compounds above.
COc1cccc(CC(=O)N2CCC(n3c(C4CCCC4)nc4cccnc43)C2)c1 (stereo unspecified)
  mHTT-CaM PPI inh: 12.6; Pf apPOL inh: 0.5
CCc1ccc(C(=O)N2CC3CN(S(=O)(=O)c4cccc(C)c4)CC(C2)O3)cc1
  mHTT-CaM PPI inh: 65.3*; Pf apPOL inh: -1.3

Structures from the list above containing a nitro group on carbon (5):
molecule	mHTT-CaM PPI inh	Pf apPOL inh
Cc1ccc(NC(=O)c2ccc([N+](=O)[O-])c(C)c2)cc1Cl	-1.5	-5.7
O=C(NCc1ccc2c(c1)OCO2)c1ccc([N+](=O)[O-])cc1	-1.6	-1.2
COc1ccc(N2CCN(c3ccc([N+](=O)[O-])cc3C(=O)N3CCOCC3)CC2)cc1	9.1	-11.0
O=[N+]([O-])c1cc(NC2CC(O)C(O)CO2)cc(Sc2ccccc2)c1 (stereo unspecified)	30.0	0.1
CC1(C)CC(=O)C2=C(C1)NC(SCC(=O)O)=C(C#N)C2c1ccccc1[N+](=O)[O-] (stereo unspecified)	-1.2	7.9

Next part
molecule	mHTT-CaM PPI inh	Pf apPOL inh
O=C(NCCSCc1ccccc1)c1ccc(F)cc1	-3.7	-3.6
COc1ccc(NCc2ccncc2)cc1	7.6	1.6
COc1ccccc1-c1nc(C2CCN(C(=O)c3nn(C)c4ccccc34)CC2)no1	15.2	9.5
Brc1cccc(C2CC(c3ccccc3)n3nnnc3N2)c1 (stereo unspecified)	16.9&10.0	-2.6&-8.1
O=C(NC1CCCCC1)c1ccc(CN2C(=O)COc3ccccc32)o1	-7.8	2.6
Cc1cc(C)c(C#N)c(SCc2cn3cccnc3n2)n1	1.0	-6.9
CN(Cc1ccc2c(c1)OCO2)C1CCCCC1	-1.6	-2.1
Cc1cc(C(=O)NCC2CCN(C(=O)NC(C)(C)C)CC2)no1	-11.0	-4.5
Cc1cc(C)c(N)c([N+](=O)[O-])c1	2.9	0.1
CCOc1cc(CNc2ccccc2SC)ccc1O	32.2	3.4
O=[N+]([O-])c1ccc(Oc2n[nH]c3ccccc23)nc1	.	-25.2
CN(C)CCCN1C(=O)C(=O)C(=C(O)c2ccc(F)cc2)C1c1ccco1 (stereo unspecified)	1.8	-4.1
CN(C)S(=O)(=O)c1cc(S(=O)(=O)N(C)C)c(Cl)cc1N	-2.4	-0.6
COc1ccc(-c2cc3ccc(O)c(CN4CCCCCC4)c3oc2=O)cc1OC	-2.7	-5.0
CCCN(CCO)Cc1ccc(Br)o1	-7.1	-4.5
O=C(Nc1nnc2ccccn12)c1cccc(F)c1	56.1*	-11.0
O=C(Nc1ccc(F)c(Cl)c1)c1ccc(Cl)cc1[N+](=O)[O-]	11.0	-7.1
COc1ccc([C@H]2C=C3CNS(=O)(=O)[C@H]3C[C@H]2OC(=O)c2cccs2)cc1	11.9	-6.7
O=C(Nc1ccccc1Cl)c1ccc(F)c(S(=O)(=O)N2CCCc3ccccc32)c1	-20.0	-5.4
Cc1c(C(=O)NCC2CCCO2)sc2ncnc(N3CCN(c4ccccc4F)CC3)c12 (stereo unspecified)	33.0	1.8
Cc1cc(C2CCCN2C(=O)c2cccc(F)c2)on1 (stereo unspecified)	-5.5	-2.4
O=c1c(NCc2ccccc2F)nc2ccncc2n1Cc1ccccc1	-4.5	-7.3
Cc1cc(NC(=O)C(=O)NCCN2CCN(C(=O)c3cccs3)CC2)ccc1Br	3.5	-1.6

Screening data (PubChem BioAssay)
